From PubChem BioAssay
Rpn11 inh – inhibitors of human proteasome Rpn11 | O00487 | human 26S proteasome, Ub4-pepOG fluorescence polarization; 20S core pre-blocked with epoxomicin | calls only at 20 µM | 0.59% of 360,000 active;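 active = inhibition at 20 µM, scaled to each plate's controls, above about 33%, limit read from the data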
Scp1 inh – Scp-1 (human) phosphatase inhibition. Recombinant Scp1, phosphopeptide, malachite green phosphate absorbance. inhibition, % at 20 µM. 0.88% of 340,000 active. Q9GZU7. AID 493091;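 active = inhibition above about 50% at 20 µM, limit read from the data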;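 note: plate controls were DMSO wells with enzyme for no effect and wells lacking enzyme for full effect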
Target sequence (Q9GZU7 76-261 limits assumed): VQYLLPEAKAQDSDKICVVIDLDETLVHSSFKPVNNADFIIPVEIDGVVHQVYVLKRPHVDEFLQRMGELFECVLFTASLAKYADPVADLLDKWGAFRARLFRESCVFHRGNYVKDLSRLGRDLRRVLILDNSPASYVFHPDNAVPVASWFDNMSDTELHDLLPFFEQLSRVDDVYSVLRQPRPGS
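Assay system: SCP-1 catalytic fragment, aa 76-261 | Buffer or medium: Tris acetate buffer pH 5.5 with MgCl2 and Tween-20 | Compound: One concentration, 20 µM, with 1.0% DMSO | Also added: Phospho 17-mer peptide substrate | Signal: Absorbance at 630 nm | Incubation: 45 min enzyme reaction at room temperature | Measure: % inhibition of SCP-1 phosphate liberation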
CSN inh – blocks human CSN-mediated cullin deneddylation; Q92905; Purified CSN, SCF-Nedd8-OG deneddylation, fluorescence polarization; inhibition, % at 12.5 µM; 0.38% of 360,000 active; AID 651999;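 active = pattern-corrected inhibition above about 35%, with an unprinted fluorescence ratio check between 0.5 and 1.5, limit read from the data, passing the limit was not always enough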;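 note: 0% = enzyme with substrate and 100% = substrate without enzyme; some results filed as inactive read as strong as hits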
Target sequence (Q92905 whole entry, looked up, one chain of several): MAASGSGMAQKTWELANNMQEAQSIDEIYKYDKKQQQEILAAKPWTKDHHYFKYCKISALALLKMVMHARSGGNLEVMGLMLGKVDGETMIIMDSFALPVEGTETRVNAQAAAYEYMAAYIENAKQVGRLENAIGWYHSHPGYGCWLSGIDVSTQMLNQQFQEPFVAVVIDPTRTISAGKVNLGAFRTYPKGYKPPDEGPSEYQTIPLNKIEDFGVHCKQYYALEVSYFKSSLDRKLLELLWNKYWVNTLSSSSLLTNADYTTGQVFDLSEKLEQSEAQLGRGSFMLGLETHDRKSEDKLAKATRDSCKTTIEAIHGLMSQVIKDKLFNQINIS
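Material: purified human Csn5 enzyme expressed in HEK293T cells / Medium: Tris buffer pH 7.5, NaCl, DTT, Tween-20, trehalose, ovalbumin / Compound dosing: 12.5 µM single point / Schedule: 90 min incubation of compound, enzyme and substrate at room temperature / Signal: fluorescence polarization of the substrate / Control set: no-enzyme wells high, enzyme-with-substrate wells low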
PABP1 MLLE inh – inhibitors of microRNA-mediated deadenylation, human PABP1 MLLE binding | P11940 | inhibition, % at 20 µM | 0.36% of 360,000 active | GST-MLLE / FITC-PAM2 fluorescence polarization; in the data active = inhibition above about 35%, passing the limit was not always enough;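 note: plate controls were DMSO wells with GST-MLLE for no effect and wells lacking GST-MLLE protein for full effect; some results filed as inactive read as strong as hits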
STEP block – inhibitors of human striatal-enriched phosphatase STEP. P54829. recombinant STEP, OMFP fluorogenic substrate, fluorescence. inhibition, % at 20 µM. 0.25% of 360,000 active. AID 588621;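 active = inhibition at 20 µM, scaled per plate between control wells, above about 37%, limit read from the data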;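 note: 0% = DMSO with enzyme and substrate and 100% = substrate only without enzyme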
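Assay system: isolated STEP enzyme / Timing: 20 min at room temperature, dark / Doses: 20 µM, 1% DMSO / Technique: fluorescence intensity, excitation 480 nm, emission 540 nm / Reagent: fluorogenic phosphatase substrate OMFP at 25 µM final / Measure: percent inhibition scaled to no-enzyme and uninhibited-enzyme controls, plate-pattern corrected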
NadD inh – inhibitors of Staphylococcus aureus NadD; purified NadD enzyme, colorimetric absorbance read-out; inhibition, % at 20 µM; 0.78% of 360,000 active; AID 602399; in the data active = inhibition above about 26%; note: some compounds past the cut are filed as inactive
SUMO1 PPI mod – alters human SUMO1 binding to SIM partners; P63165; SUMO1 binding to a labelled peptide, TR-FRET, 1 h; inhibition, % at 20 µM; 0.33% of 360,000 active; AID 602429; in the data active = inhibition above about 37%
Target sequence (P63165 whole entry, looked up): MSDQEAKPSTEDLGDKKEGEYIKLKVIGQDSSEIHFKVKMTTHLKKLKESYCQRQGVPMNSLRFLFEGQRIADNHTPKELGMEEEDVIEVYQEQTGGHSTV
DNMT1 block – DNMT1 (human) enzyme inhibition | 0.83% of 360,000 active | DNMT1 molecular beacon, Hinp1I cleavage, fluorescence | inhibition (reported as % activation of signal), % at 10 µM; in the data active = inhibition above about 50%
TbMetRS inhib – Trypanosoma brucei MetRS inhibition; 0.4% of 360,000 active; purified T. brucei MetRS, ATP depletion, Kinase-Glo luminescence; inhibition, % at 11.9 µM;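 active = inhibition above a per-plate cutoff of the control wells' mean inhibition plus 3 SD, cut at about 5.5% in these data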;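 note: 0% = DMSO wells median and 100% = median of wells with control inhibitor compound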
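System: purified T. brucei MetRS enzyme / Detection: Kinase-Glo luciferase luminescence reporting remaining unconsumed ATP / Medium: HEPES buffer with MgCl2, KCl, DTT, spermine, BSA, pyrophosphatase / Replication: singlicate, one well per compound / Evaluation: percent inhibition relative to median high and low control wells / Schedule: 2 h aminoacylation at 25 °C after 15 min preincubation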
LMPTP block – LMPTP (human) inhibition. inhibition, % at 20 µM. P24666. AID 651560. recombinant LMPTP-A, OMFP fluorogenic substrate, fluorescence intensity. 0.22% of 360,000 active;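 active = compounds that cut the enzyme signal by at least half of the control window in the single-dose screen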;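 note: plate controls were DMSO wells with enzyme plus substrate for no effect and substrate without enzyme for full effect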
Target sequence (P24666 whole entry, looked up): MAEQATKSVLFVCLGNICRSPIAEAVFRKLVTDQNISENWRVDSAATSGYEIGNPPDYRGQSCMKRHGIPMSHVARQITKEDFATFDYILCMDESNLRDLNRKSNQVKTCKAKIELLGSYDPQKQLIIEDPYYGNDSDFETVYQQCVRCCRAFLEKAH
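Test system: LMPTP-A phosphatase enzyme. Amount: LMPTP-A at 0.625 nM final in the reaction. Reagent: OMFP substrate, 400 µM final. Times: 50 min at room temperature. Signal: endpoint fluorescence intensity from OMFP dephosphorylation. Read-out basis: % inhibition. Benchmarks: no-enzyme and uninhibited controls.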
* marks the source's active call; other numbers are inactive results; i = inactive; · = no result given.

Each structure is followed by: Rpn11 inh	Scp1 inh	CSN inh	PABP1 MLLE inh	STEP block	NadD inh	SUMO1 PPI mod	DNMT1 block	TbMetRS inhib	LMPTP block
1	CC(NC(=O)/C=C/c1ccc(Br)cc1)c1ccccc1 (stereo not given)
 : i	-1	-15	-1	2	-13	-3	4	-0.4	-0.4
2	COc1ccc(O)c(CN2CC3CCC(CC3)C2)c1
 : i	-3	-2	-28	-5	8	1	-1	-0.1	0.0
3	Nc1c(N(Cc2ccccc2)C(=O)COc2ccc(F)cc2)c(=O)[nH]c(=O)n1Cc1ccccc1
 : i	-8	3	-13	2	4	4	-1	-0.3	-0.1
4	O=C1CCCC(O)=C1C=Nc1ccc2c(c1)oc1ccccc12
 : i	1	8	-17	-1	-2	-5	-1	-1.4	-1.5
5	O=C(O)c1ccc(/C=C2\SC(=S)N(Nc3ccccc3)C2=O)cc1
 : i	22	0	29	2	0	-27	0	-0.3	-0.6
6	COc1ccc(-n2nc3c(c2NC(=O)CCCCl)CSC3)cc1
 : i	-5	-2	22	-1	-1	-2	-3	-0.5	-0.2
7	c1ccc(C2CCC(N3CCNCC3)CC2)cc1 (stereo not given)
 : i	-9	-4	-15	4	1	-3	4	1.6	-4.1
8	O=C(Oc1cc(-c2ccccc2)no1)c1ccc(Cl)cc1
 : i	-14	2	3	4	-8	-1	1	-1.1	-3.2
9	CC(=O)c1c(N2CCN(Cc3ccc4c(c3)OCO4)CC2)nc(=S)n(-c2ccccc2)c1C
 : i	7	9	-9	4	19	1	-7	-0.9	3.4
10	NCCCNC(=O)c1cc2ccccc2[nH]1
 : i	-2	-5	0	-2	-5	-8	-2	0.1	-2.2
11	C#CCOCCOCCOCCNc1nc(N2CCN(C(=O)[C@H](CCCCN)n3cc(CN)nn3)CC2)nc(N2CCN(C(=O)[C@H](CCCN=C(N)N)n3cc(C(N)[C@H](C)CC)nn3)CC2)n1 (stereo not given in full)
 : i	-1	7	18	-5	-4	-132	-52	0.0	-9.4
12	O=C(NCc1ccco1)c1cc([N+](=O)[O-])ccc1N1CCCCC1
 : i	-7	2	-1	3	-3	-18	2	-0.1	0.7
13	O=[N+]([O-])c1cccc(N=NN(CCO)c2cccc([N+](=O)[O-])c2)c1
 : i	-3	2	16	-1	-1	-24	-3	-0.5	0.9
14	O=C1CCCC2=C1C(c1cccs1)n1ncnc1N2 (stereo not given)
 : i	7	-1	8	-1	-1	-3	0	-0.1	-2.6
15	COc1ccc2nc(NC(=O)C3=NN(c4ccccc4)C(=O)CC3)sc2c1
 : i	-2	3	2	3	18	-1	-12	0.8	2.7
16	Cc1ccc(C)c(CN2CCCNC2=O)c1
 : i	-2	-2	4	1	-1	1	-3	0.5	-1.3
17	O=C1c2cccc3cccc(c23)C(c2nc3ccccc3[nH]2)N1C1CC1 (stereo not given)
 : ·	·	-3	·	·	-6	-21	·	-0.6	-0.7
18	COc1cnc(-c2ccccc2)nc1Oc1ccc(Cl)cc1C
 : i	3	0	6	-5	-12	3	-1	-0.9	-0.3
19	COCCCNC(=O)CN(c1cc(Cl)cc(Cl)c1)S(C)(=O)=O
 : i	0	-3	-9	-2	-3	-1	-1	-1.0	-1.4
20	O=C1N(Cc2cccnc2)C[C@@H]2C[C@@H](c3ccccc3C(F)(F)F)N3CCC[C@@]123
 : i	-7	2	-1	5	-5	4	12	-0.4	0.9
21	O=C(CCN1C(=O)c2ccccc2S1(=O)=O)Nc1nc2c(s1)CCCC2
 : i	-5	4	12	-1	2	1	0	-0.1	-0.2
22	CC12CCC(/C(=C/NNc3ccc([N+](=O)[O-])cc3[N+](=O)[O-])C1=O)C2(C)C (stereo not given)
 : i	·	6	7	0	-7	-35	11	-0.3	-0.2
23	COc1ccc(NC(=O)CC2C(=O)N(c3cccc(OC)c3)C(=O)N2C2CCCCC2)cc1 (stereo not given)
 : i	-11	-1	6	-4	2	-3	0	-0.3	-0.7
24	CCOC(=O)N1CCC(NCCNC(=O)c2ccccc2Cl)CC1
 : i	-1	0	1	1	6	1	2	-0.2	-0.7

Ordered by number of heavy atoms (high to low): some entries from above
Each structure is followed by: Rpn11 inh	Scp1 inh	CSN inh	PABP1 MLLE inh	STEP block	NadD inh	SUMO1 PPI mod	DNMT1 block	TbMetRS inhib	LMPTP block
11	C#CCOCCOCCOCCNc1nc(N2CCN(C(=O)[C@H](CCCCN)n3cc(CN)nn3)CC2)nc(N2CCN(C(=O)[C@H](CCCN=C(N)N)n3cc(C(N)[C@H](C)CC)nn3)CC2)n1 (stereo not given in full)
 : i	-1	7	18	-5	-4	-132	-52	0.0	-9.4
9	CC(=O)c1c(N2CCN(Cc3ccc4c(c3)OCO4)CC2)nc(=S)n(-c2ccccc2)c1C
 : i	7	9	-9	4	19	1	-7	-0.9	3.4
20	O=C1N(Cc2cccnc2)C[C@@H]2C[C@@H](c3ccccc3C(F)(F)F)N3CCC[C@@]123
 : i	-7	2	-1	5	-5	4	12	-0.4	0.9
17	O=C1c2cccc3cccc(c23)C(c2nc3ccccc3[nH]2)N1C1CC1 (stereo not given)
 : ·	·	-3	·	·	-6	-21	·	-0.6	-0.7
5	O=C(O)c1ccc(/C=C2\SC(=S)N(Nc3ccccc3)C2=O)cc1
 : i	22	0	29	2	0	-27	0	-0.3	-0.6
18	COc1cnc(-c2ccccc2)nc1Oc1ccc(Cl)cc1C
 : i	3	0	6	-5	-12	3	-1	-0.9	-0.3
8	O=C(Oc1cc(-c2ccccc2)no1)c1ccc(Cl)cc1
 : i	-14	2	3	4	-8	-1	1	-1.1	-3.2
2	COc1ccc(O)c(CN2CC3CCC(CC3)C2)c1
 : i	-3	-2	-28	-5	8	1	-1	-0.1	0.0
7	c1ccc(C2CCC(N3CCNCC3)CC2)cc1 (stereo not given)
 : i	-9	-4	-15	4	1	-3	4	1.6	-4.1
16	Cc1ccc(C)c(CN2CCCNC2=O)c1
 : i	-2	-2	4	1	-1	1	-3	0.5	-1.3

Retrieved by structure from the entries so far (2):
Each structure is followed by: Rpn11 inh	Scp1 inh	CSN inh	PABP1 MLLE inh	STEP block	NadD inh	SUMO1 PPI mod	DNMT1 block	TbMetRS inhib	LMPTP block
9	CC(=O)c1c(N2CCN(Cc3ccc4c(c3)OCO4)CC2)nc(=S)n(-c2ccccc2)c1C
 : i	7	9	-9	4	19	1	-7	-0.9	3.4
3	Nc1c(N(Cc2ccccc2)C(=O)COc2ccc(F)cc2)c(=O)[nH]c(=O)n1Cc1ccccc1
 : i	-8	3	-13	2	4	4	-1	-0.3	-0.1
